High-throughput results deposited in PubChem by several laboratories.
FAK inh: FAK (human) kinase inhibition; 0.84% of 97,000 active; biochemical FAK kinase activity assay; inhibition, %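 (tested at 7 µM)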; Q05397; in the data active = inhibition above about 19%;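 also: 0% = DMSO and 100% = reference compound high control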
Target sequence (Q05397 whole entry, looked up): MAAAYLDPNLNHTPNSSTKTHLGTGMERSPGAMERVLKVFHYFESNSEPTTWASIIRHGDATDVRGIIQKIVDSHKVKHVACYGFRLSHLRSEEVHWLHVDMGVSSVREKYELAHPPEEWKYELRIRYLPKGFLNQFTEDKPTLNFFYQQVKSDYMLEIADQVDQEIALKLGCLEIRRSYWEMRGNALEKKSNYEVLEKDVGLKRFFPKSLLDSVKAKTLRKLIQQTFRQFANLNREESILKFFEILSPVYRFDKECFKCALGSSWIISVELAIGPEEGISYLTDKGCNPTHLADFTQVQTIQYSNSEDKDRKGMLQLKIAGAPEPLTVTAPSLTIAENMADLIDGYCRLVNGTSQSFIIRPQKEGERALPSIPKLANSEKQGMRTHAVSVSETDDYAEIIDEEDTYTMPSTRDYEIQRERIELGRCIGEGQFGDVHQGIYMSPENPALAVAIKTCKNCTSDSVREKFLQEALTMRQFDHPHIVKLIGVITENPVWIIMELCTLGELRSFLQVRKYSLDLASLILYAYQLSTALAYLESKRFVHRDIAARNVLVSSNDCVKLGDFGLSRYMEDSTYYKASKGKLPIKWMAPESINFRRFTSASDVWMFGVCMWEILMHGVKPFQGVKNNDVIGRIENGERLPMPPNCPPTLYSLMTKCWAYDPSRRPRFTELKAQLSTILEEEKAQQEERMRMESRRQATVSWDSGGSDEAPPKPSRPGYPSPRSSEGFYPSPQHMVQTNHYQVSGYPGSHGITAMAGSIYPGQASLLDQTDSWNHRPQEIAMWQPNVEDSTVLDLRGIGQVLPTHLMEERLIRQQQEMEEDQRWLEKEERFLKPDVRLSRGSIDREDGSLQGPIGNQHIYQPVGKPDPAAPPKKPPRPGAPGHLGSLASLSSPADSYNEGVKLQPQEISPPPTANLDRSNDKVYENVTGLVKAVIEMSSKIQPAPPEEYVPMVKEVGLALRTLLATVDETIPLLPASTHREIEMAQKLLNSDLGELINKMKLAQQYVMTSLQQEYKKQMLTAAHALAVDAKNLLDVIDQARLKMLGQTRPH
cytoskel mod: cytoskeleton assembly modification; HUVEC TNFa F-actin phalloidin imaging, high content; inhibition, % at 2 µM; 0.18% of 91,000 active; AID 836;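 active = inhibition above the batch mean plus 3 SD and confirmed as a hit by visual image inspection, cut at about 30% in these data, passing the limit was not always enough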; also: strong numbers were not always called active
PTPN22 act: activators of human LYP (PTPN22) phosphatase; activation, % at 2 µM; Q9Y2R2; AID 697; 0.11% of 96,000 active; recombinant LYP, DiFMUP fluorescence; 0 = plate median, 100 = signal doubled;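 active = activation at 2 µM above a set limit, the mean plus 5 SD, cut at about 37% in these data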
LYP inh 2: LYP (human) phosphatase inhibition; Q9Y2R2; recombinant LYP catalytic domain, DiFMUP fluorescence; inhibition, % at 2 µM; 0.21% of 96,000 active;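 active = inhibition at 2 µM at or above a set limit, the screen mean plus 3 SD, cut at about 24% in these data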;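 also: 0% = DMSO with enzyme and 100% = enzyme fully blocked by orthovanadate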
ERa coact inh: blocks coactivator binding to human estrogen receptor alpha. P03372. TR-FRET ER-alpha LBD / SRC-1 peptide, estradiol-bound. inhibition, % at 25.6 µM. 1.7% of 86,000 active; in the data active = inhibition above about 50%;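 also: 0% = receptor plus peptide control and 100% = peptide only without receptor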
TNFa cytotox: toxic to HUVEC cells under TNF alpha stimulation; HUVEC TNFalpha-stimulated, Hoechst cell count, imaging; cell count reduction, % at 2 µM; 0.17% of 93,000 active; AID 848;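 active = cell count reduction exceeding the screen mean by over 5 SD, scaled to untreated wells per plate, cut at about 78% in these data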;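 also: cells counted after 24 h of TNF alpha exposure following the 1 h pretreatment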
Pyk2 oligo antag: Pyk2 (human) oligomerization antagonism | 0.83% of 99,000 active | z-score (the deposit names both 25 µM and 10 µM) | Q293 cells, Pyk2 FERM NanoBiT luminescence; active compounds read low;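 active = Z-score of -3 or lower, scaled per plate to the spread of control and sample wells; inactive = z-score above -3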;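 also: negative z-score means lost luminescence so less FERM oligomerization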
HUVEC tox IL1B: HUVEC cytotoxicity counter-screen, IL-1B stimulated | HUVEC cell count loss, Hoechst imaging | cell count reduction, % at 2 µM | 0.41% of 94,000 active | AID 845;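 active = cell count reduction more than 3 SD above the screen-wide mean, cut at about 70% in these data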;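 also: normalized per plate to untreated control cells as the no-loss baseline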
VCAM1 TNFa inh: reduces TNF alpha induced VCAM1 expression in HUVEC | inhibition, % at 2 µM | HUVEC TNFa-induced VCAM-1 immunofluorescence, high-content imaging | 0.48% of 95,000 active | AID 802;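 active = inhibition above the batch mean plus 3 SD, with images confirmed as a hit by eye, cut at about 37% in these data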;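 also: 0% = TNF-stimulated DMSO wells and 100% = unstimulated control wells; not every result past the cut was called active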
Numbers without * were called inactive; . = not tested or not shown; [ ] = remark or other dose. Not a hit list; 3.8% or so of the library scored in one or more.

Sequence of screens: FAK inh	cytoskel mod	PTPN22 act	LYP inh 2	ERa coact inh	TNFa cytotox	Pyk2 oligo antag	HUVEC tox IL1B	VCAM1 TNFa inh
CC(Nc1nc2ncn(Cc3ccccc3)c2c(=O)[nH]1)C(=O)O (configuration not stated)
  -1	-17	3	0	.	-3	0.03	2	-12
c1ccc(CC2CCN(C3=Nc4cccc5cccc3c45)CC2)cc1
  2	-18	16	-16	4[fluorescence artefact?]	8	-0.24	-138	19
O=C(CC(SCCO)c1ccc2c(c1)OCO2)c1ccco1 (configuration not stated)
  3	-15	4	-6	0	23	0.14	6	10
CCOc1ccccc1N1CCN(C(=O)c2cc[n+]([O-])cc2)CC1
  1	-1	6	-7	.	-13	0.44	-2	-16
COC(=O)c1cc(NC(=O)Cc2coc3cc(OC)ccc23)cc(C(=O)OC)c1
  -3	14	-16	13	-20[fluorescence artefact?]	-34	-1.3	-2	5
CN=c1sc2ccccc2n1CC(O)COc1ccccc1 (configuration not stated)
  0	-15	-7	6	3	70	-0.3	-2	75*
CCC(C)c1c(O)nc(SCC(=O)Nc2ccccc2)[nH]c1=O (configuration not stated)
  1	-6	8	-7	-6	2	-0.19	10	1
CCC(=O)OCC(=O)c1c(N)n(Cc2ccccc2)c(=O)n(C)c1=O
  0	.	-7	8	.	.	0.71	.	.
O=C(Nc1ccc(-c2noc(-c3cccs3)n2)cc1)c1cccnc1
  -1	-2	8	-13	-17[fluorescence artefact?]	-3	-2.7	32	-1
Cc1cc2c(cc1C)NC(c1ccccn1)C1=C(CC(C)(C)CC1=O)N2 (configuration not stated)
  0	-22	2	-3	-26[fluorescence artefact?]	-15	0.34	2	12
CNC(=O)CC1C(=O)N(C)C(=S)N1NC(=O)c1ccc(Cl)cc1 (configuration not stated)
  0	17	-3	6	2	-28	0.27	4	1
COc1ccc(OC)c(S(=O)(=O)NCc2cn3c(C)csc3n2)c1
  -2	8	-1	-2	-5	-29	.	-9	8
CCOC(=O)C1=C(N)n2c(s/c(=C\c3cccs3)c2=O)=C(C(=O)OCC)C1c1cccs1 (configuration not stated)
  0	-4	4	-6	-12[fluorescence artefact?]	-13	-1.8	-23	2
CCc1cc2c(=O)[nH]c(Cc3ccccc3)nc2s1
  1	-6	4	-4	.	-4	-0.37	2	-25
CCOC(=O)N1CCC(N2C(=O)c3ccccc3C2Nc2ccc(C)cc2)CC1 (configuration not stated)
  4	10	4	-4	-4	-14	.	-32	1
Cc1c(NC(=O)CSc2nncc3ccccc23)c(=O)n(-c2ccccc2)n1C
  -1	8	-4	8	-2	-26	0.89	3	15
CCCCOC(=O)C1=C(C)Nc2nnnn2C1c1ccccc1Cl (configuration not stated)
  3	.	1	0	-11	-7	-2.3	-5	-9
CC(C)(C)OC(=O)N1CCCC1C(=O)N1CCc2ccccc21 (configuration not stated)
  4	10	-15	18	0	-3	1.1	9	14
Oc1ccc(C(=S)N2CCCCC2)cc1
  -2	-21	-8	8	-1	-9	-0.5	.	1
Cc1ccc(Cn2c(C)cc3c(c2=O)C(c2cccs2)C(C#N)=C(N)O3)cc1 (configuration not stated)
  -3	-50	-4	8	.	13	0.21	-35	0
Cc1cnc(C(=O)Nc2nccs2)cn1
  2	3	-15	18	30	-4	0.44	2	-3
Cc1cc(C)n(-c2nnc(SCC(=O)NC3CCCC3)c3ccccc23)n1
  0	13	1	-2	-11	-43	0.8	-38	-9
Cc1csc(SCC(=O)c2ccc(S(=O)(=O)N3CCOCC3)cc2)n1
  -3	-2	2	-5	-3	-20	0.86	-12	16
Cc1cc(S(=O)(=O)Nc2cc(C)c(O)c(C)c2)c(C)s1
  3	18	-1	0	-17	-26	-0.11	.	-4
CCCCC(=O)Nc1ccc2oc(-c3ccncc3)nc2c1
  -2	11	-12	11	-6	-11	-0.22	-26	-1
Cc1ccsc1C(=O)NNC(=O)C1CCCCC1C(=O)O (configuration not stated)
  -1	-4	-2	3	0	-10	-0.59	-11	-8
O=C(Oc1ccc(OC(=O)N2CCOCC2)cc1)c1ccccc1
  1	0	0	-1	-9[fluorescence artefact?]	0	1.9	-20	33
COc1cccc(OCCCCN2CC(C)OC(C)C2)c1 (configuration not stated)
  -3	.	-6	7	-1	34	-0.03	3	-4
Cc1ccc([N+](=O)[O-])cc1NC(=O)c1ccc(-c2ccccc2)cc1
  5	28	-6	9	.	-23	0.7	4	4
CC(C)(C)NS(=O)(=O)c1ccc(CCC(=O)N2CCOCC2)cc1
  0	-6	-1	2	-5	-12	1.1	-12	-6
CCN(CC)CCN1C(=O)c2oc3ccccc3c(=O)c2C1c1ccccc1 (configuration not stated)
  3	.	1	-2	-3	8	0.4	-17	2
Cc1sc2ncnc(Sc3nnnn3-c3ccccc3)c2c1C
  9	24	-2	-2	18[fluorescence artefact?]	-28	-2.1	-26	12
CCOC(=O)CSc1nc2ccccc2c(=O)n1C1CCCC1
  1	2	12	-11	-9	-7	0.12	-12	-2
Cc1ccc(CN2CCN(c3ncccn3)CC2)o1
  2	0	4	-5	7[fluorescence artefact?]	-5	1.9	2	-6
COc1cc(/C=N/NC(=O)Nc2ccccc2)ccc1OCCOc1ccccc1C
  0	-60	-4	7	.	37	-0.06	70*	51*
Cc1ccc2nc(C)cc(Nc3ccc4c(c3)OCCO4)c2c1
  -1	5	-2	2	.	-14	-0.38	8	22
O=C(Nc1nnc(-c2ccc3c(c2)CCCC3)o1)c1ccccc1
  -7	-2	1	-3	2	-1	.	-83	-8
C=C(C)c1ccc(C(C)(C)NC(=O)N2CCN(C)CC2)cc1
  4	-14	11	-14	-2	5	-0.38	4	13
COc1cc2c(cc1OC)-c1cc(NC3CCCCCCC3)nc(=O)n1CC2
  5	26	-13	11	-6	-2	-1.5	0	-5
CCOC(=O)c1c(C)n(C)c2ccc(OCC(N)=O)cc12
  0	2	-6	4	.	-6	.	-43	-2

Additional structures:
smiles	FAK inh	cytoskel mod	PTPN22 act	LYP inh 2	ERa coact inh	TNFa cytotox	Pyk2 oligo antag	HUVEC tox IL1B	VCAM1 TNFa inh
Cc1ccc(SCC(=O)Nc2cccc(NC(=O)c3ccco3)c2)cc1	-2	-3	-6	9	.	7	2.3	0	9
COc1ccccc1N1CCN(C(=O)C2CCC(Cn3c(=S)[nH]c4ccccc4c3=O)CC2)CC1 (configuration not stated)	4	43	-8	6	-6	-25	-1.5	-5	-1
O=C(COCC(=O)Nc1cccc(C(F)(F)F)c1)Nc1cccc(C(F)(F)F)c1	-1	17	-1	-2	.	-22	-0.65	-15	-5
CC(Oc1ccccc1)C(=O)Nc1nc2c(s1)C(=O)CC(C)(C)C2 (configuration not stated)	4	0	-5	2	-9	-7	-1.9	12	-5
CC1CC(C)CN(C(=O)CSC2=Nc3ccccc3C3=NC(Cc4c[nH]c5ccccc45)C(=O)N23)C1 (configuration not stated)	0	-15	2	-3	-4	-12	0.28	-4	-2
Cc1cc(C(F)(F)F)nn1CC(=O)N(C)C1CCCCC1	-2	0	-13	15	-5	11	-0.83	12	-13
CC12CCC(C(=O)N3CCN(C(=O)C45CCC(C)(C(=O)O4)C5(C)C)CC3)(OC1=O)C2(C)C	1	-21	-7	10	-4	-2	.	4	5
CCN(CC)c1ccc(NC(=O)c2ccccc2F)cc1	4	-30	9	-5	3[fluorescence artefact?]	39	-0.01	34	-14
COC(=O)c1ccc(NC(=O)CCn2cccc2)cc1	5	13	5	-4	4[fluorescence artefact?]	6	-1.1	-15	33
O=C(N/N=C/c1ccc(O)cc1)c1csc2ccccc12	5	15	-4	6	.	3	-1.9	6	-5
Cc1cc(-c2ccccc2)nc(N(C)NC(=O)c2cccc(C(F)(F)F)c2)c1S(C)(=O)=O	1	-6	-6	6	4[fluorescence artefact?]	-39	-0.08	.	-17
NC(=O)C1CCN(C(=O)CCSc2ccccc2)CC1	0	2	3	-4	-6	-3	2.1	-1	-5
C=CCn1c(=O)n2ncnc2c2c3c(sc21)CCCC3	-1	.	0	3	13[fluorescence artefact?]	-44	-0.04	-13	8
Nc1cc(=O)[nH]c(SCCNS(=O)(=O)c2ccccc2)n1	0	-13	-16	15	-11	24	0.79	0	6
CNc1ccc(C(O)(C(F)(F)F)C(F)(F)F)cc1C(O)(C(F)(F)F)C(F)(F)F	-4	-21	16	-16	8	-15	-2.9	16	-6
CCOC(=O)c1[nH]c(=O)[nH]c1CSCCO	-2	12	-5	7	-1	-40	1	-91	-2
Cc1nc(-c2ccccc2)sc1C(=O)CSc1ccccc1	1	17	-4	7	.	-15	0.77	-16	2
CC1CCN(C(=O)C2CCN(S(=O)(=O)c3cccnc3)CC2)CC1	1	.	-10	7	-2	4	0.37	3	-3
NCCc1nnc(SCc2ccc(F)cc2)o1	-3	5	-1	5	-7	0	1.2	10	-6
CCc1ccccc1N(CC)C(=O)c1cn(C)c(=O)c2cc(OC)c(OC)cc12	2	11	-3	1	6[fluorescence artefact?]	2	-0.38	2	18
CC(=O)N1CCc2cc(S(=O)(=O)CCC(=O)N3CCN(C(=O)c4ccco4)CC3)ccc21	-3	0	4	-7	-6	3	1.7	86*	12
CCN(CC(=O)Nc1c(C(=O)OC)[nH]c2ccc(C)cc12)c1ccc2c(c1)OCO2	4	7	-2	0	-5	-28	-0.03	0	6
CCC(C)NS(=O)(=O)c1ccc(NC(=O)c2c(-c3ccccc3)noc2C)cc1 (configuration not stated)	3	-4	-4	4	0	-16	.	10	2
C=CCn1cc(-c2ccc(Cl)cc2)cc(C#N)c1=O	1	-21	-2	1	4[fluorescence artefact?]	-4	-0.46	.	-8
CCOC(=O)Cn1c(CN(C)Cc2ccccc2)nc2c1c(=O)n(C)c(=O)n2C	53*	2	1	0	.	-26	0.58	6	2
